aSyn rescue: qHTS of alpha-syn Inhibitors; Yeast expressing alpha-synuclein, growth rescue, BacTiter-Glo, 24 h; Potency, µM (highest dose often 46.1 µM), inactives show at the top dose growth rescue (activation), most hits filed as activators; actives 0.14% (n = 370,000); AID 652106, 2013; note: potency is the fitted concentration of half-maximal effect; % of control where 0% means no effect; nearly all actives have a fitted effect of over 65% in size
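Readout is rescue of growth in alpha-synuclein-expressing yeast, so inhibitors of toxicity appear as activators. Growth after 24 hr at 30 deg C in galactose medium is quantified by luminescence.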
DRD3 antagonist: qHTS of D3 Dopamine Receptor Antagonist: qHTS. max response, negative = inhibition, %. D(3) dopamine receptor (Homo sapiens), P35462. D3R cells, DiscoveRx beta-arrestin luminescence, antagonist mode; active compounds read low. actives 2.5% (n = 360,000). AID 652054, 2013; in the data active = max response below about -50%; inconclusive = no clear call, values can overlap the other calls; note: % is set by controls: 0 for no effect and ±100 for the full control effect; mostly tested at two doses, the higher about 12 µM
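Cells plated overnight at 1500 cells/well, then exposed to library compounds with dopamine controls for 90 minutes at 37 degrees C. DiscoveRx reagent added for 30–60 minutes at room temperature; luminescence read, quantitative HTS format.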
TDP43 rescue: qHTS of TDP-43 Inhibitors | TDP-43 expressing yeast growth rescue, BacTiter-Glo, 24 h | Potency, µM (titrated, usually from 46.1 µM), inactives show at the highest dose growth rescue (activation), usual class: activators | actives 1.8% (n = 410,000) | AID 652104, 2013; note: potency is the fitted concentration of half-maximal effect; % of control where 0% means no effect; nearly all actives have a fitted effect of over 50% in size
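Readout is BacTiter-Glo luminescence of cell growth, so inhibitors register as activators. TDP-43-expressing yeast at OD600=0.02 in galactose medium, after raffinose pregrowth to mid-log, were incubated with compound for 24 hr at 30 deg C.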
GLP1R inv ag: qHTS of GLP-1 Receptor Inverse Agonists (Inhibition Mode). Glucagon-like peptide 1 receptor (Homo sapiens), P43220. HEK293 GLP-1R CRE-luciferase, luminescence, 24 h; GLP-1R form is constitutively active. Potency, µM (highest dose often 38.3 µM), without a hit: at the top dose activity change, negative = inhibition, most hits filed as inhibitors. actives 1.6% (n = 410,000). AID 624417, 2012; note: potency is the fitted concentration of half-maximal effect; % is set by controls: 0 for no effect and ±100 for the full control effect; nearly all actives have a fitted effect of over 55% in size
Target sequence (P43220 whole entry, looked up): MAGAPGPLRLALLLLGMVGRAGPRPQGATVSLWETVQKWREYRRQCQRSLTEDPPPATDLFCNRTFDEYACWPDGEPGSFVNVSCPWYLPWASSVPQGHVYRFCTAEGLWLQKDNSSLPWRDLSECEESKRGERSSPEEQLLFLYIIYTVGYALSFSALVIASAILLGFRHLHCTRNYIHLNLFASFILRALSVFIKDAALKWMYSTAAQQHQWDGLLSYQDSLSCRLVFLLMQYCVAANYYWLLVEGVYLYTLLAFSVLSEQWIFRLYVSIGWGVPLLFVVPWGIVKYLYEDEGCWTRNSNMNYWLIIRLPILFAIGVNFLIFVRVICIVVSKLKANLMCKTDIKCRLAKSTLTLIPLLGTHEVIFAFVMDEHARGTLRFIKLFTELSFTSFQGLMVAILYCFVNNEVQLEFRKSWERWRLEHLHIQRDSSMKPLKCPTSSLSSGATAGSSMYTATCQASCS
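GLP-1R inverse agonism mode: basal reporter luminescence in engineered HEK293 cells measured after one day of compound exposure at 37 deg C, with a 12 min room-temperature detection step.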
GLP-1R agonist: qHTS of GLP-1 Receptor Agonists | HEK293 GLP-1R CRE-luciferase, luminescence, 4-6 h; cells express a hypersensitive GLP-1R form | Glucagon-like peptide 1 receptor (Homo sapiens), P43220 | actives 0.007% (n = 380,000) | Potency, µM (titrated, usually from 45.6 µM), for the others: at the top dose activation, usual class: activators; note: potency is the fitted concentration of half-maximal effect; % of control where 0% means no effect
Abeta rescue: qHTS for compounds that reverse cellular toxicity of Amyloid beta (A-beta) peptide in yeast: Primary Screen | yeast expressing A-beta42, growth rescue, OD600, 48 h; response scale: 0% DMSO, 100% iron-clioquinol control | Potency, µM (doses to about 46.1 µM), for inactives: top-dose growth rescue, actives largely listed as activators | actives 0.063% (n = 410,000) | AID 1347071, 2019; note: potency is the fitted concentration of half-maximal effect; nearly all actives have a fitted effect of over 55% in size
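Growth rescue measured by 600 nm absorbance after 48 h yeast culture at 30 C with compound. Values normalized between DMSO and an equimolar ferric chloride plus clioquinol control.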
PTHR1 ag: qHTS for PTHR1 Agonists: Primary Screen | Parathyroid hormone/parathyroid hormone-related peptide receptor (Homo sapiens), Q03431 | HEK293 GP2 PTHR1 cells, GloSensor cAMP luminescence, 1 h | Potency, µM (series often up to 115 µM), for the others: top-dose activation, most hits filed as activators | actives 0.075% (n = 410,000); note: potency is the fitted concentration of half-maximal effect; nearly all actives have a fitted effect of over 55% in size; some results filed as inactive show a strong effect at the top dose; inactives centre near -15; many of its hits are not listed in these tables
Target sequence (Q03431 whole entry, looked up): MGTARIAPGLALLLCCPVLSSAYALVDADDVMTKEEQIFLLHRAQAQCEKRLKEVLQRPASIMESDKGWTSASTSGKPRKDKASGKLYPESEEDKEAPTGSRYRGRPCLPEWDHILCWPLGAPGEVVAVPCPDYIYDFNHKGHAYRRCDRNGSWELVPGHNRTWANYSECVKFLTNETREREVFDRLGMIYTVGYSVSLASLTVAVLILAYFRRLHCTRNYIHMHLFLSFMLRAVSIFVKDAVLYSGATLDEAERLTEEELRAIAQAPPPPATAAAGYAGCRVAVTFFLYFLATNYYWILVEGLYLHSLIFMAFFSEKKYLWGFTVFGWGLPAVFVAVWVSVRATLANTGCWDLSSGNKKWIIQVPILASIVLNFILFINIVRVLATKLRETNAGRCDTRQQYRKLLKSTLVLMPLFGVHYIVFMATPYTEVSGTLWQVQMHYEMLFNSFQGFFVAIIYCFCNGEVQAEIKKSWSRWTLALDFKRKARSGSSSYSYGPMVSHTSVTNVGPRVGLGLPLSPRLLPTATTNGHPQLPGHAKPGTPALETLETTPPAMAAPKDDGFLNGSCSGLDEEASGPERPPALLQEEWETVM
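HEK-293-derived GP2 cells expressing PTHR1 and a GloSensor cAMP reporter, 3,000/well, plated overnight, given luciferin plus IBMX (each 0.5 mM as added) for 1 h at 37 °C, then compound for 1 h at 37 °C. Luminescence was read after 15 min at room temperature.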
FUS yeast rescue: qHTS for Suppressors of FUS Proteinopathy: Primary screen using FUS-linked yeast assay; S. cerevisiae FUS-expressing, growth rescue, OD600, 24 h; actives 0.24% (n = 390,000); Potency, µM (titrated, usually from 76.6 µM), for inactives: top-dose growth rescue (activation), usual class: activators;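 note: potency is the fitted concentration of half-maximal effect; plate controls were DMSO vehicle for no effect and reference control for full effect; nearly all actives have a fitted effect of over 55% in size; some results filed as inactive show a strong effect at the top dose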
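FUS-expressing yeast, raffinose-pregrown, induced in 2% galactose minimal medium at OD 0.005; compounds in a dilution series, 24hr at 30C. Growth restoration read as absorbance at 600 nm. CP55940 positive control, DMSO negative.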
pAkt inh: HTS Assay for Inhibitors of Akt Phophorylation: Primary Screen | Neuro2A IGF-stimulated pAkt S473 HTRF, 20 min; active compounds read low | actives 0.32% (n = 360,000) | activity change, % for hits at 50 µM; in the data active = activity change below about -80%; inconclusive = mostly about -51% to -80%; note: % is set by controls: 0 for no effect and ±100 for the full control effect
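Neuro2A cells in DMEM with 0.5% FBS, overnight at 37 deg C, given compound at single 50 µM final, then IGF (6 nM final) for 20 min at 37 deg C. Lysed; phospho-Akt Ser473 by HTRF after 24 h, 665/615 ratio.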
* = called active by the depositor; i = inactive; ? = inconclusive; . = no result given; [ ] = another dose, or the depositor's remark. Unless noted, calls come from the whole dose curve; as a rule, active = well fitted curve in the direction sought with a large enough effect; inconclusive = small, poorly fitted or top-dose-only effect, or another doubt; inactive = no such curve, though single readings can be large; an effect the other way counts as inactive or inconclusive.

SMILES	aSyn rescue	DRD3 antagonist	TDP43 rescue	GLP1R inv ag	GLP-1R agonist	Abeta rescue	PTHR1 ag	FUS yeast rescue	pAkt inh
COc1ccc(-c2csc(C(NC(C)=O)c3ccccc3)n2)cn1 (stereo unspecified)	-1.4%	?	20.7%	11.1%	-5.7%	-8.9%	i	-9.2%	i
CCCS(=O)(=O)c1nc(S(=O)(=O)c2ccc(C)cc2)c(NCCCOC(C)C)s1	.	.	-15.5%	?	.	-9.4%	13.2%	43.4%	.
O=C(NCCC1=CCCCC1)c1c(O)nc2ccccn2c1=O	-8.8%	21.8	-34.8%[inhibitor]	?	5.7%	-3.7%	-20.5%	-4.6%	i
Cc1nc2ccc(S(=O)(=O)CCC(=O)Nc3ccc(Cl)cc3)cc2s1	.	.	29.0%	-6.2%	.	-1.2%	i	-13.8%	.
CC(C)NC(=O)COC(=O)c1ccc(Oc2ccccc2)cc1	13.1%	-7.4	?	-19.6%	-4.5%	13.5%	-12.0%[57.5 µM]	20.8%	i
Cc1ccc(-c2nn(-c3cccc([N+](=O)[O-])c3)c3c2cnc2ccc(F)cc23)cc1	.	.	?	2.8%	.	-0.6%	i	-23.3%	.
COCCCNC(=O)c1ccc(-n2c(-c3ccccc3)cc3c2CCC(C)C3)cc1 (stereo unspecified)	.	.	4.7%	10µM*	.	-20.7%	?	27.3%	.
C=CCNCCOCCOc1ccccc1-c1ccccc1	3.6%	-8.9	-22.8%	?	-9.5%	-13.1%	-5.9%	-18.2%	i
Cc1cc2[nH]c3c(c[n+](C)c4ccccc34)c2cc1C	?	-11.8	17.7%	?	-9.1%	-28.2%	-12.4%	?	i
CCCn1c(C2CCCN2c2nc(-c3ccc(C)cc3)cs2)nc2cc(Cl)c(N3CCCCC3)cc21 (stereo unspecified)	8.7%	23.1	29.9%	?	-6.3%	12.4%	-46.5%	9.7%	i
COc1ccc(/C=N/Nc2nc(C)cc(-c3ccccc3)n2)c(OC)c1	-7.7%	-4.4	?	-0.2%	-7.3%	14.2%	i	-5.3%	i
COc1ccccc1OCC(=O)Nc1ccc(S(=O)(=O)Nc2cc(C)nc(C)n2)cc1	3.5%	7.9	17.1%	4.3%	-0.8%	12.8%	-5.4%	-22.2%	i
Cc1noc(C)c1S(=O)(=O)N(CCc1ccccc1)Cc1ccccc1	7.2%	-2.8	-4.1%	?	0.1%	15.0%	i	26.5%	i
COC(=O)C1=CN(Cc2ccc(F)cc2)C=C(C(=O)OC)C1c1cc(OC)c(OC)c(OC)c1	4.4%	9.7	14.3%	9.3%	6.1%	-0.4%	-48.8%[inhibitor]	43.7%	i
CS(=O)(=O)c1cccc(C(=O)OCC(=O)c2ccc3c(c2)OCCO3)c1	2.6%	0.0	16.9%	-24.6%	0.1%	-4.5%	-39.0%[inhibitor]	9.8%	i
Cc1ccc2[nH]c(CSc3nnc(COc4ccccc4C)n3C)cc(=O)c2c1	.	.	12.0%	-2.5%	.	-6.0%	-51.7%[inhibitor]	-17.3%	.
COc1ccc(NC(=O)COC(=O)COc2cccc(Br)c2)cc1OC	-0.6%	8.0	14.4%	21.5%	0.6%	2.7%	i	-0.7%	i
O=C(COc1ccc(C(=O)c2ccccc2)cc1)NC1CCCCC1	0.8%	3.2	1.8%	3.5%	-9.8%	-13.7%	i	.	i
CC1=CC(=C2C(=O)c3ccccc3C2=O)C=C(C)N1C	0.6%	-6.7	-9.1%	0.5%	5.1%	15.2%	-15.6%	18.3%	i
O=[N+]([O-])c1cccc(COc2cccc(CN3CCCCC3)c2)c1	-0.2%	-76.8*	6.6%	-7.2%	1.6%	-8.1%	i	-17.0%	i
COc1ccc(N2CCN(C(=O)C3Cc4ccccc4CN3C(=O)c3ccco3)CC2)cc1 (stereo unspecified)	8.2%	7.0	4.9%	-18.8%	7.4%	5.6%	i	.	i
CCCCNC(=S)NC(=O)c1ccc(Cl)cc1Cl	-1.0%	0.0	?	?	0.8%	0.3%	-15.9%	3.6%	i
CCOC(=O)Cn1nc(/C=C/c2ccccc2)ccc1=O	-2.5%	-19.3	11.6%	3.9%	1.2%	3.2%	i	-8.1%	i
Cc1c(Cl)cccc1NC(=S)NCCc1ccccn1	0.1%	-4.9	12.3%	7.1%	4.8%	-0.2%	-8.0%	-8.1%	i
CCOc1cc(S(=O)(=O)NC2CC(C)(C)NC(C)(C)C2)ccc1Cl	-6.2%	-15.9	-1.7%	11.2µM*	6.1%	-5.9%	-10.0%	-19.9%	i
Cc1ccc2nc(-c3ccncc3)c(Nc3ccc(C(C)C)cc3)n2c1	.	.	11.3%	1.2%	.	-1.9%	-1.0%	33.9%	.
O=S(CC1CC1(Cl)Cl)CC1CC1(Cl)Cl (stereo unspecified)	1.3%	0.1	28.6%	6.1%	-0.6%	10.3%	i	.	i
Cc1ccc(S(=O)(=O)N2CCCC(C(=O)NCc3ccc4c(c3)OCO4)C2)cc1 (stereo unspecified)	-4.0%	16.9	-14.1%	?	13.0%	5.8%	-8.2%	3.0%	i
CCS(=O)(=O)Nc1cc(-c2cn3ccc(C)cc3n2)ccc1C	.	.	-1.7%	17.9%	.	-12.1%	i	4.4%	.
O=C(CN1CCOCC1)Nc1ccccc1NC(=O)C1CCN(c2ncccn2)CC1	-0.6%	-14.1	-10.9%	-4.8%	-5.8%	6.0%	-8.6%[57.5 µM]	11.3%	i
COc1ccccc1CC(NC(C)=O)C(=O)NC1CCN(C(=O)Nc2ccccc2C)CC1 (stereo unspecified)	1.7%	-11.1	-20.3%	2.4%	-4.3%	5.3%	-10.2%	24.0%	i
CN(C)c1ccc(C(O)c2cc3ccccc3s2)cc1 (stereo unspecified)	14.1µM*	-22.0	15.6%	?	13.7%	?	-1.8%	19.0%	i
COc1ccc(CNC(=O)C2(C)Cc3c(-c4cccc(NC(C)=O)c4)ccnc3O2)cc1OC (stereo unspecified)	1.9%	17.1	0.0%	-2.5%	21.5%	-1.7%	i	2.6%	i
CN(C)S(=O)(=O)c1ccc(C(=O)NN2C(=O)NC3(CCCCC3)C2=O)cc1	0.7%	4.6	-5.8%	11.3%	-13.0%	3.2%	i	-2.5%	i
N/C(Cn1nnc(-c2ccccc2)n1)=N\O	-8.1%	-13.2	14.8%	6.2%	-1.1%	-8.6%	i	.	i
Oc1ccc(F)c2cccnc12	0.4%	-15.1	-34.6%[inhibitor][9.22 µM]	?	1.9%	-25.3%	16.6%	-5.2%	i
Cc1cc(Nc2c(C)n(C)n(-c3ccccc3)c2=O)c2ccccc2n1	-2.3%	11.9	-1.0%	11.9%	-0.3%	-17.8%	i	22.9%	i
Cc1cc(OCC(=O)NNC(=O)c2cccnc2)cc(C)c1Cl	-2.4%	-8.5	-9.7%	-14.7%	0.3%	-14.8%	-5.1%	4.2%	i
COc1ccc(Cl)cc1NC(=O)CN(C)CC(=O)N1CC(=O)Nc2ccccc21	-0.6%	-9.3	1.9%	12.6%	-4.8%	-7.9%	-22.1%	-4.2%	i
O=C(c1ccoc1)N1CCC2(CC1)Oc1ccc(F)cc1C(=O)C21CC(c2ccc(Cl)cc2)=NO1 (stereo unspecified)	10.9%	0.0	-4.9%	-24.4%	-4.5%	-0.1%	-10.5%	31.4%	i
Cc1ccc(NC(c2nnc(-c3ccccc3)o2)c2ccccc2F)c(Cl)c1 (stereo unspecified)	.	.	15.7%	-18.8%	.	-3.4%	i	3.7%	.
COc1ccc(N2CC(C)Cn3c2nc2c3c(=O)n(Cc3ccc(F)cc3)c(=O)n2C)c(OC)c1 (stereo unspecified)	-0.3%	7.3	4.8%	-13.3%	-0.2%	1.8%	i	-18.0%	i
CNCc1c(OCc2ccccc2)ccc2ccccc12	5.5%	?	-2.4%	?	-0.3%	7.6%	-4.3%	-13.0%	i
COc1cc(C=C(C#N)C(=O)c2ccccc2)cc(OC)c1OC	-2.1%	10.5	17.7%	4.2%	3.5%	-0.3%	-10.4%	4.9%	i
CC(O)[C@H]1CNC(=O)C(=O)N1CCc1cccc2ccccc12 (stereo partly specified)	1.5%	0.0	16.0%	8.5%	-5.0%	0.6%	i	-11.2%	i
COc1ccc(C(=O)CSc2nnc(-c3ccoc3C)n2CC2CCCO2)cc1 (stereo unspecified)	6.5%	?	-3.0%	4.3%	12.9%	0.4%	i	33.9%	i
COc1ccc(C2(C(=O)Nc3ccc(S(N)(=O)=O)cc3)CCCC2)cc1	-5.9%	3.6	-18.0%	-25.5%	8.1%	-6.2%	-7.7%	21.8%	i
C=CCNC(=O)CC1C(=O)NCCN1Cc1ccc(-c2ccccc2)cc1 (stereo unspecified)	-3.0%	-5.9	-9.6%	?	5.6%	-6.1%	-10.3%	9.8%	i
COc1cccc(-c2nc(S(=O)(=O)c3ccccc3)c(NCc3ccccc3)o2)c1	.	.	10.5%	5.8%	.	-15.9%	i	-26.0%	.
CC12CCC(=O)N1C(C(=O)Nc1nc3ccc(F)cc3s1)CS2 (stereo unspecified)	-3.6%[1.84 µM]	-1.9	9.0%	5.7%	-4.6%	1.5%	-10.5%	11.2%	i

3 entries from above, ordered by the number in DRD3 antagonist, descending:
compound,DRD3 antagonist
O=C(c1ccoc1)N1CCC2(CC1)Oc1ccc(F)cc1C(=O)C21CC(c2ccc(Cl)cc2)=NO1 (stereo unspecified),0.0
O=C(CN1CCOCC1)Nc1ccccc1NC(=O)C1CCN(c2ncccn2)CC1,-14.1
O=[N+]([O-])c1cccc(COc2cccc(CN3CCCCC3)c2)c1,-76.8*

Assay outcomes from PubChem.

Only part of the results is shown; rates above refer to the full screens.
